Screens as filed in PubChem BioAssay.
RGS4 inhibitor: blocks human RGS4-accelerated GTP hydrolysis; P49798; Transcreener GDP fluorescence polarization, RGS4-accelerated GTP hydrolysis; Potency, µM (highest dose often 114 µM), inactives show at the highest dose activity change, negative = inhibition, most hits filed as inhibitors; 390,000 tested, 0.039% active; AID 504845; note: potency is the fitted concentration of half-maximal effect; % is set by controls: 0 for no effect and ±100 for the full control effect; nearly all actives have a fitted effect of over 75% in size; some results filed as inactive show a strong effect at the top dose
Target sequence (P49798 whole entry, looked up): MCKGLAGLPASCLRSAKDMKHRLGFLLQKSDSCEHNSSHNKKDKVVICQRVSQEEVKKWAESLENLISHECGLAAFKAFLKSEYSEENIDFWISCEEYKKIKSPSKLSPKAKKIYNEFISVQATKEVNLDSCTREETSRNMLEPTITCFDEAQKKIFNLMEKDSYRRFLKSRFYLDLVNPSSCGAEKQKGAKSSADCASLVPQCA
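MLSMR compounds (23 nl, pin-transferred) preincubated 10 min at room temperature with a 500nM (2x) first reagent, then RGS4 at 900nM (2x) plus Transcreener GDP mix added; fluorescence polarization (620/688 nm) read before and after 90 min at 30 °C.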
Pol kappa inh: inhibitors of human DNA polymerase kappa; 400,000 tested, 0.53% active; purified Pol kappa, fluorescent DNA synthesis assay, 10 min; AID 588579; Potency, µM (top dose mostly 107 µM), without a hit: at the highest dose activity, negative = inhibition, actives largely listed as inhibitors; Q9UBT6; note: potency is the fitted concentration of half-maximal effect; % is set by controls: 0 for no effect and ±100 for the full control effect
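Kinetic fluorescence screen: compound preincubated 15 min RT with 10 nM enzyme; 50 nM substrate (final) initiates; reads at 0/10 min.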
Anesthetic bind: candidate novel general anesthetic via apoferritin binding | AID 485281 | Potency, µM (doses to about 77.5 µM), for inactives: at the top dose activity change, negative = displacement, usual class: inhibitors | apoferritin/1-aminoanthracene competitive binding, fluorescence | P02791 | 350,000 tested, 0.074% active; note: potency is the fitted concentration of half-maximal effect; % is set by controls: 0 for no effect and ±100 for the full control effect; nearly all actives have a fitted effect of over 20% in size
Target sequence (P02791 2-175 limits assumed): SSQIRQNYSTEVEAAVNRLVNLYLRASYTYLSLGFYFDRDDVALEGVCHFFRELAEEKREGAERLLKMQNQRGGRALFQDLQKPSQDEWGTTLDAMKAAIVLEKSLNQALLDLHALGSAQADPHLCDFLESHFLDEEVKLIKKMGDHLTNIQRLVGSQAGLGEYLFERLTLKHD
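Apoferritin-based anesthetic binding model; compound displacement of fluorescent 1-AMA measured as endpoint fluorescence after 10 minutes at room temperature, scaled to free-ligand and complex controls.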
LDHA inh: blocks human lactate dehydrogenase A | P00338 | purified LDHA, NADH/diaphorase-resazurin fluorescence; active compounds read low | 480,000 tested, 0.15% active | AID 1347041 | activity change, % (values are at about 110 or 230 µM); in the data active = activity change below about -30%; inconclusive = mostly about -25% to -30%;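 note: plate controls were DMSO wells for no effect and wells without enzyme for full effect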
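Human LDH5 at 2 nM final in Tris HCl pH 7.4 with 0.06 mM NADH and 0.2 mM pyruvate, reacted 5 minutes at room temperature. Remaining NADH coupled via diaphorase/resazurin; resorufin fluorescence read at 0 and 20 minutes, normalized to enzyme-free and DMSO wells.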
POLH inh: inhibitors of human DNA polymerase eta; recombinant Pol eta, fluorescent DNA replication assay; Potency, µM (series often up to 114 µM), without a hit: at the top dose activity change, negative = inhibition, actives largely listed as inhibitors; Q9Y253; 390,000 tested, 1.2% active; note: potency is the fitted concentration of half-maximal effect; % is set by controls: 0 for no effect and ±100 for the full control effect
Target sequence (Q9Y253 whole entry, looked up): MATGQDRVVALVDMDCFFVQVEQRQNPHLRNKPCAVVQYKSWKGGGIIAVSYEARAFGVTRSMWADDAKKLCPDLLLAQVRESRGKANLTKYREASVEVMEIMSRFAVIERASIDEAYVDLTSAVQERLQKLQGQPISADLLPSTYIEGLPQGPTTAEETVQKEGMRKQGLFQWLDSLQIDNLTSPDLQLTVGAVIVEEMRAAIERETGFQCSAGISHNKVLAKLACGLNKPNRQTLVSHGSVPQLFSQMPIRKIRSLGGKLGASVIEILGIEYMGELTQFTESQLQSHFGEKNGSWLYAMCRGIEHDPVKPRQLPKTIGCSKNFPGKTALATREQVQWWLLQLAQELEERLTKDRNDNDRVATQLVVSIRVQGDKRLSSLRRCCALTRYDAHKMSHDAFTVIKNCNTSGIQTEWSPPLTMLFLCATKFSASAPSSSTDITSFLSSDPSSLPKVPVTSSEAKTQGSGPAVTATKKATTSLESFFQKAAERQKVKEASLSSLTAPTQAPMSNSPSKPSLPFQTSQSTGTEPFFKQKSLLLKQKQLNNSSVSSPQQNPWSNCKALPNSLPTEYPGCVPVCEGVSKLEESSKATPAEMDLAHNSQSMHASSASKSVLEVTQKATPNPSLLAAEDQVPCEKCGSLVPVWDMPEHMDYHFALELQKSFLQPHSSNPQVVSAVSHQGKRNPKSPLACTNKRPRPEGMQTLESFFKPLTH
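Pol eta (10 nM) was preincubated with compounds for 15 min at room temperature, after which fluorescent replication substrate (50 nM final) was added to start the reaction. Fluorescence was read kinetically at 0 and 10 min.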
POLB inh: DNA polymerase beta (human) inhibition. P06746. Pol beta primer extension/strand displacement, fluorescence kinetic. Potency, µM (titrated, usually from 114 µM), for the others: top-dose activity change, negative = inhibition, actives largely listed as inhibitors. 340,000 tested, 1.3% active; note: potency is the fitted concentration of half-maximal effect; % is set by controls: 0 for no effect and ±100 for the full control effect
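Human Pol beta at 10 nM; strand-displacement substrate 50 nM final. Compound exposure 15 min at room temperature before start, reaction 10 min at room temperature.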
12-LOX inh: inhibitors of human 12S-lipoxygenase ALOX12 | P18054 | purified 12hLO, xylenol orange hydroperoxide absorbance | Potency, µM (series often up to 108 µM), inactives show at the top dose activity change, negative = inhibition, hits mostly inhibitors | 580,000 tested, 1.1% active | AID 1671190; note: potency is the fitted concentration of half-maximal effect; % is set by controls: 0 for no effect and ±100 for the full control effect
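Purified human 12hLO at 150 nM in 25 mM Hepes, 0.01% Triton X-100, pH 7.0, preincubated 15 min at room temperature with compound. Reaction started with 40 uM arachidonic acid, 30 min at room temperature. Hydroperoxide measured by Fe-xylenol orange, 573/405 nm absorbance ratio.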
APE1 inh: APE1 (human) endonuclease inhibition | 350,000 tested, 0.35% active | P27695 | Potency, µM (doses to about 65.8 µM), for the others: at the highest dose activity change, negative = inhibition, actives largely listed as inhibitors | AID 2517 | recombinant APE1, TAMRA/BHQ-2 abasic DNA cleavage fluorescence;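 note: potency is the fitted concentration of half-maximal effect; plate controls were vehicle for no effect and reference inhibitor for full effect; nearly all actives have a fitted effect of over 55% in size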
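Endonuclease cleavage of a quenched abasic-site DNA duplex (50 nM) by APE1 (0.75 nM) was tracked by TAMRA dequenching. Compounds were preincubated with enzyme 15 min at room temperature; data normalized to buffer-only and DMSO wells plus NSC13755 control.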
ERG-DNA inh: blocks human ERG Ets domain binding to DNA. P11308. fluorescence polarization, His-ERG Ets domain / labelled DNA. Potency, µM (highest dose often 76.9 µM), inactives show top-dose FP activity, negative = inhibition, hits mostly inhibitors. 370,000 tested, 0.028% active; active = well fitted inhibition curve with a large enough effect in the polarisation, with a control signal flat; inconclusive = small, poorly fitted or top-dose-only effect, or effect the other way, or a change in a side signal; inactive = no such curve, though single readings can be large or run the other way; the % refers to the polarisation;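 note: polarization taken with two DNA probes labelled with fluorescein and Texas red; potency is the fitted concentration of half-maximal effect; % of control where 0% means no effect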
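His-tagged ERG Ets domain (1 uM in the protein solution; 300mM KCl, 50mM Tris-HCl, 1mM EDTA, 1mM DTT, pH 7.5) received compound, then a probe mix of 5 nM fluorescein-DNA and 100nM Texas-615-DNA. Fluorescence polarization was read for both dyes.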
* = called active by the depositor; ? = inconclusive; / = not tested or not shown; & = joins results of further samples; [ ] = dose if it differs, or a comment. Unless noted, calls come from the whole dose curve; as a rule, active = well fitted curve in the direction sought with a large enough effect; inconclusive = small, poorly fitted or top-dose-only effect, or another doubt; inactive = no such curve, though single readings can be large; an effect the other way counts as inactive or inconclusive. The list is partial; the hit share may differ from the screen's.

SMILES	RGS4 inhibitor	Pol kappa inh	Anesthetic bind	LDHA inh	POLH inh	POLB inh	12-LOX inh	APE1 inh	ERG-DNA inh
O=C(NC(=O)c1cccc(OC(F)(F)C(F)F)c1)OC1CCS(=O)(=O)C1 (centres undefined)	-13%	9%	2%	-4	9%	3%	-10%	11%	-1%
Cc1cc(OCC(=O)N(Cc2ccccc2)C2CCS(=O)(=O)C2)ccc1Cl (centres undefined)	3%	7%	-18%	-4	-19%	26%	-22%	1%	-11%
O=C(CSc1ccc2nnc(-c3ccncc3)n2n1)NCC1CCCO1 (centres undefined)	-22%	6%	-6%	-2	-8%	-9%	6%	-3%	-4%
CC(C)n1cnnc1SCC(=O)Nc1cccc(S(=O)(=O)N(C)c2ccccc2)c1	15%	-13%	-1%	-1	3%	9%	21%	0%	-4%
COCCN(C(=O)COC(=O)c1ccc(C=O)cc1)c1c(N)n(Cc2ccccc2)c(=O)[nH]c1=O	-38%	0%	-14%	-2	-19%	31%	282%[activator]	25%	-4%
O=C(COc1ccccc1Cl)c1ccc2c(c1)CCCC2	21%	-4%	?	-6	-7%	13%	10%	-5%	2%
O=C(C(Cc1ccc(Cl)cc1)NS(=O)(=O)c1ccccc1)N1CC[C@@]2(O)CCCC[C@H]2C1 (some centres undefined)	4%	-2%	-10%	-3	2%	8%	16%	35%	-4%
CC1CCCC(C)N1C(=O)CN1C(=O)c2ccccc2S1(=O)=O (centres undefined)	-9%	9%	/	2	-10%	/	?	15%	2%
Cc1cc(C)c(C)c(OCC(=O)NCC2CCCO2)c1 (centres undefined)	27%	-9%	1%	-10	4%	1%	-23%	-4%	-3%
Cc1ccc(NC(=O)C2=CC(c3ccc4c(c3)OCO4)=NS(=O)(=O)N2C)cc1	12%	-2%	-1%	-2	-23%	-8%	2%	/	-4%
CC(=O)OCc1cc(=O)n2nc(C3CCCCC3)sc2n1	-2%	-3%	-7%	-2	-14%	11%	-9%	/	1%
COC(=O)[C@H](CCSC)NC(=O)NCCC1=CCCCC1	7%	-8%	3%	-7	2%	8%	-2%	16%	4%
CCN1CCN(C(C(=O)NC2CCCC2)c2ccc(Cl)cc2)CC1 (centres undefined)	4%	2%	-3%	1	-9%	6%	4%[57.4 µM]	-13%	-1%
CCCCn1nnc(NC(=S)NC(=O)c2ccc(-c3cccc(Cl)c3Cl)o2)n1	-37%	4%	?	1	?	1%[57.1 µM]	/	?	10%
CN(C)C(=O)CSc1nnc(CCCCCNC(=O)OC(C)(C)C)o1	15%	-12%	-10%	-6	-1%	4%	?	-3%	-6%
CSc1nsc(SC)c1C(=O)Nc1ccc(C(C)(C)C)cc1	-31%	-22%	-13%	-1	-23%	0%	78%[activator]	-3%	-10%
CC(C)(C)C1(O)CC(C(F)(F)F)=NN1C(=O)CCc1ccccc1 (centres undefined)	-3%	-14%	-16%	3	-9%	-18%	-1%	0%	-2%
CC(=O)Oc1c(Cl)cc(N(C(C)=O)S(=O)(=O)c2ccccc2)c2ccccc12	-11%	-5%	/	2	-9%	/	-12%	/	3%
COc1ccc(S(=O)(=O)Nc2ccc(F)c(Cl)c2)cc1OC	14%	0%	-11%	-4	-12%	8%	11%	-4%	-1%
COC(=O)c1ccc(OC(=O)CCS(=O)(=O)c2ccc(C)cc2)cc1	10%	-10%	/	0	-17%	/	-30%	-3%	-7%
O=S(=O)(Nc1cccc(CCc2ccccn2)c1)c1ccc(Cl)cc1	-14%	1%	3%	0	-19%	19%	?	2%	5%
CCOC(=O)c1ccc(NC(=O)Cn2cnc3sc(C(=O)OCC)c(C)c3c2=O)cc1	-2%	-7%[60.1 µM]	-9%	-8	3%	16%	?	/	9%
CCOC(=O)c1cccc(N2C(=O)C3C(C2=O)C2C=CC3C23CC3)c1 (centres undefined)	-6%	7%	-13%	-1	-6%	-10%	0%	3%	1%
CC(C)CN(C(=O)c1cc([N+](=O)[O-])cc([N+](=O)[O-])c1)C1CCS(=O)(=O)C1 (centres undefined)	-20%	-18%	/	3	-6%	/	-5%	11%	-4%
CCc1ccc(CNC(=O)CCCn2c(=O)c3cccn3c3cccnc32)cc1	-20%	4%	-4%	-1	-19%	15%	-1%	71%[activator]	-1%
c1ccc2[nH]c(CN3CCCCCC3)nc2c1	16%	-6%	7%	-1	-12%	-27%	18%	1%	3%
O=c1nc(-c2ccccc2)c2cc(Br)ccc2[nH]1	16%	-15%	-5%	-2&-17	-9%	3%	0%&-29%	-3%	4%
COC(=O)c1sccc1-n1cccc1C(=O)C(=O)N1CCCCC1	-20%	4%	-1%	11	-12%	3%	0%	-3%	9%
COc1ccc(CNC(=O)Cn2c(=O)n3nc(-c4cccc(F)c4)nc3c3ccccc32)cc1OC	0%	-4%[60.1 µM]	1%	3	3%	25%	-11%	/	1%
O=C(Nc1ccccc1N1CCCC1)c1ccc(N2CCCC2=O)cc1	-29%	3%	/	1	-15%	/	?	29%	-4%

One compound at a time, as listed above. Screens in order: RGS4 inhibitor, Pol kappa inh, Anesthetic bind, LDHA inh, POLH inh, POLB inh, 12-LOX inh, APE1 inh, ERG-DNA inh
CCOC(=O)c1cccc(N2C(=O)C3C(C2=O)C2C=CC3C23CC3)c1 (centres undefined) is entered as -6%, 7%, -13%, -1, -6%, -10%, 0%, 3%, 1%
O=S(=O)(Nc1cccc(CCc2ccccn2)c1)c1ccc(Cl)cc1 is entered as -14%, 1%, 3%, 0, -19%, 19%, ?, 2%, 5%
COC(=O)c1ccc(OC(=O)CCS(=O)(=O)c2ccc(C)cc2)cc1 is entered as 10%, -10%, /, 0, -17%, /, -30%, -3%, -7%

Other results:
SMILES	RGS4 inhibitor	Pol kappa inh	Anesthetic bind	LDHA inh	POLH inh	POLB inh	12-LOX inh	APE1 inh	ERG-DNA inh
COc1ccc(-n2c(C)nc3c(cnn3-c3ccc(C)c(C)c3)c2=O)cc1	10%	-6%	-8%	-13	-15%	1%	?	2%	-5%
CON1C(=O)CN(C(C)=O)C1c1ccc(Cl)cc1Cl (centres undefined)	1%	-2%	-3%	-7	4%	25%	10%	0%	/
O=C(Nc1ccc2c(c1)CCC2)c1ccc(F)cc1	11%	-6%	-9%	-8	-16%	-14%	-4%	3%	-1%
c1ccc2[nH]c(SCCN3CCOCC3)nc2c1	6%	-6%	-13%	-4	-8%	-3%	8%	0%	/
O=C(COc1c(F)c(F)cc(F)c1F)NNC(=O)CC1CCS(=O)(=O)C1 (centres undefined)	11%	-15%	/	-9	-6%	/	-1%	9%	-1%
O=C(NCc1ccccc1F)C1CCCN(c2cnccn2)C1 (centres undefined)	-35%	4%	-3%	-2	-9%	15%	0%	86%[activator]	-8%
O=C(NCC1CCCO1)c1ccc([N+](=O)[O-])o1 (centres undefined)	-5%	6%	-6%	1	-5%	-2%	-5%	22%	4%
COc1ccc(CN(C(=O)Nc2ccccc2)c2ccccn2)cc1OC	25%	-1%	-9%	3	-23%	1%	0%	/	-7%
CCN1C(=O)c2ccccc2S(=O)(=O)c2ccc(C(=O)NCc3ccc(OC)cc3)cc21	-17%	-17%	3%	-2	-1%	2%	-21%	/	0%
COc1cc(/C=C2/SC(=O)N(Cc3ccccc3)C2=O)ccc1OCc1ccncc1	?	-7%	-5%	-3	-1%	15%	249%[activator]	4%	13%
Cn1c(=O)c2cc3ccc(Cl)cc3nc2n(C)c1=O	-7%	0%	-8%	-2	-10%	1%	0%	?	14%
Cn1cnc2c1c(=O)n(Cc1cccc(F)c1)c(=O)n2C	11%	-15%	-11%	-1	-12%	15%	19%	6%	-8%
Nc1ncnc2[nH]c(=S)[nH]c12	-16%	-15%	/	1	-6%	/	?	/	2%
CCOC(=O)N1CCc2c(sc(NCc3cccc(F)c3)c2C(=O)Nc2ccc(OC)cc2OC)C1	?	-10%[60.1 µM]	-13%	21	-17%	2%	?	/	1%
COc1cc(/C=C/C(=O)O)cc(S(=O)(=O)Nc2ccc3[nH]c(=O)[nH]c3c2)c1OC	-1%	-27%	0%	3	-6%	-22%	-18%	7%	3%
COc1ccc2cnn(-c3ccc(OC(F)(F)F)cc3)c(=O)c2c1OC	-8%	5%	-9%	-1	-6%	18%	106%[activator]	2%	-4%
Fc1ccccc1Cc1cn2cc(-c3ccc(Cl)cc3)nc2s1	-12%	4%	-6%	-3	-19%	8%	-22%	/	0%
CCOC(=O)C1CCN(CC(=O)Nc2ccc(S(=O)(=O)N3CCC(C)CC3)cc2)CC1	28%	-3%	1%	-6	-4%	32%	-1%	-4%	-9%
COc1ccc(/C=N/S(=O)(=O)c2ccc(C)cc2)cc1	10%	-8%	-7%	-11	-11%	5%	-9%	-2%	0%
c1ccc2[nH]c(CSc3nc4ccccc4s3)nc2c1	7%	-9%	?	-5	-6%	-17%	0%	1%	-10%
O=C(C1=C(O)C(=O)N(Cc2ccccc2)C1c1cccnc1)c1ccco1 (centres undefined)	-11%	-8%	/	-1	4%	/	?	/	-6%
O=c1c2c(nc3nc[nH]n13)CCC2	-7%	-1%	-8%	-5	-11%	3%	375%[activator]	20%	-7%
CSc1nc(C)cc(Nc2c(C)cc(C)cc2C)n1	1%	7%	?	-1	-13%	24%	-15%	/	2%
CCCOc1cccc(C(=O)N(Cc2ccc(OC)c(OC)c2)C2CCS(=O)(=O)C2)c1 (centres undefined)	7%	-1%	-10%	-6	-6%	22%	0%	-2%	-6%
